Compound activity deposited in PubChem BioAssay by NMMLSC.
Bfl-1 Bim block: inhibitors of Bim binding to Bfl-1, primary screen, biochemical, multiplexed, bead-based flow cytometry. Bim-Bfl-1 binding inhibition. inhibition, % at 10 µM. 190,000 tested, 0.12% active;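 note: 0% = wells without compound plus tracer and 100% = blocker peptide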
Rac1 wt modul: wildtype Rac1 GTP binding modulators, primary screen, biochemical, GST-Rac1 beads, flow cytometry, multiplex. Ras-related C3 botulinum toxin substrate 1 (Homo sapiens), P63000. fluorescent GTP binding; actives lie on both sides; 0 = cold GTP competed, 100 = untreated. GTP binding activity (% of control), % at 10 µM. 190,000 tested, 0.27% active. AID 757, 2007;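 active = GTP binding activity at least 20 points away from the 100% control level, either lower or higher; inconclusive = compound flagged as likely green fluorescent, judged across all proteins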
Rab2A wt mod: modulators of GTP binding to Rab2A wildtype, primary screen, biochemical, dog, bead-based flow cytometry, multiplex; Ras-related protein Rab-2A (Canis lupus familiaris), P61105; GST-Rab2 wt beads, Bodipy-GTP binding; GTP binding activity, % at 10 µM; 190,000 tested, 0.19% active; AID 760, 2007;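 active = GTP binding activity at least 20 points away from 100%, either lowered or raised; inconclusive = signal likely due to the compound's own green fluorescence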;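 note: 0% = beads with excess unlabeled GTP and 100% = no-compound control corrected for plate trend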
Rab7 wt GTP bind: modulators of GTP binding to Rab7, primary screen, biochemical, wildtype, multiplex bead flow cytometry | Rab7 GTPase wild type (dog), Bodipy-FL-GTP binding | GST-Rab7 beads, fluorescent GTP binding; actives lie on both sides; untreated = 100%, excess cold GTP = 0% | GTP binding activity (percent of control), % at 10 µM | 190,000 tested, 0.055% active;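 active = fluorescent GTP binding to Rab7 beads changed by at least 20 points from the 100% baseline, either direction, mostly lower; inconclusive = compound itself probably fluorescent, or too few beads counted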;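 note: median green fluorescence of bound Bodipy-FL-GTP per Rab7 bead population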
Bim-Bcl-B: inhibitors of Bim-Bcl-B binding, primary screen, biochemical, multiplexed, human Bcl-2 family; bead-based flow cytometry, Bim peptide-Bcl-B binding; inhibition, % at 10 µM; AID 951, 2007; 190,000 tested, 0.073% active; Bcl-2-like protein 10 (Homo sapiens), Q9HD36;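 note: 0% = tracer peptide without compound and 100% = reference inhibitor peptide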
Target sequence (Q9HD36 whole entry, looked up): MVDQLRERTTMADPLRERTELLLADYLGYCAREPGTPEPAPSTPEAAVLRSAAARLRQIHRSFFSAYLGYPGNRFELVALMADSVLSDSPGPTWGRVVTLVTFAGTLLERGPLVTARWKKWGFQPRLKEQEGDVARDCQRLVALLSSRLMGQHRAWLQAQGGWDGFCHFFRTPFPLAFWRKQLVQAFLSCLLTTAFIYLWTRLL
Bim-Bcl-W: inhibitors of Bim binding to Bcl-W, primary screen, biochemical, multiplexed, bead-based flow cytometry; Bcl-2-like protein 2 (Homo sapiens), Q92843; Bim peptide-Bcl-W binding; inhibition, % at 10 µM; 190,000 tested, 0.02% active; AID 952, 2007;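 note: 0% = bound tracer without compound and 100% = peptide blocker; higher means less fluorescent Bim peptide bound to Bcl-W beads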
Target sequence (Q92843 whole entry, looked up): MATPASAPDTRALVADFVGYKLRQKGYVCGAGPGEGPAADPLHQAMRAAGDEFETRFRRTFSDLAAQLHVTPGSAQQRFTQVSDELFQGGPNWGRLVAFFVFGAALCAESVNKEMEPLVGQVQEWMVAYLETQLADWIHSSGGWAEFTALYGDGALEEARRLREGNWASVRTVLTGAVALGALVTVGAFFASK
Cdc42 wt GTP: modulators of GTP binding to wildtype Cdc42, primary screen, biochemical, multiplex bead flow cytometry, Bodipy-GTP; 190,000 tested, 0.2% active; Cell division control protein 42 homolog (Homo sapiens), P60953; percent activity (GTP binding), % at 10 µM; AID 761, 2007; GST-Cdc42 beads; actives lie on both sides;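 active = percent activity GTP binding at least 20 points away from the 100% baseline, either down as inhibitor or up as activator; inconclusive = compound flagged as likely green fluorescent from well-wide comparison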;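 note: median bead fluorescence of bound Bodipy-FL-GTP at 100 nM; 0% = excess unlabeled GTP control and 100% = no compound control; below 100% means less GTP binding so inhibitor and above means activator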
HRas wt GTP: modulators of GTP binding to HRas wildtype, primary screen, biochemical, bead-based flow cytometry, multiplex | GST-Ras wt beads, Bodipy-FL-GTP binding; actives lie on both sides | GTP binding activity, % at 10 µM | 190,000 tested, 0.14% active | AID 759, 2007;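 active = GTP binding activity at least 20% away from the 100% baseline, either lowered as inhibitor or raised as activator; inconclusive = flagged as likely green fluorescent, judged across all proteins in the well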;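 note: 0% = unlabeled GTP competition control and 100% = no-compound control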
Target sequence (P01112 whole entry, looked up): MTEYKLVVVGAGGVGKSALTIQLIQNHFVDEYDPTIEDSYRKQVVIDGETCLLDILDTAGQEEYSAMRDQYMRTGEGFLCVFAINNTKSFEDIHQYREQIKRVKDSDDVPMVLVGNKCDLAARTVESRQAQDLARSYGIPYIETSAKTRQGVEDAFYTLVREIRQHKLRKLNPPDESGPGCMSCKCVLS
Bcl-2 Bim block: inhibitors of Bim-Bcl-2 binding, primary screen, biochemical, multiplexed, human Bcl-2 family | Apoptosis regulator Bcl-2 (Homo sapiens), P10415 | Bead-based flow cytometry, Bim peptide-Bcl-2 binding | inhibition, % at 10 µM | 190,000 tested, 0.06% active | AID 950, 2007; in the data active = inhibition above about 40%; inconclusive = no clear call, values can overlap the other calls;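 note: 0% = no compound wells with probe peptide and 100% = reference peptide inhibitor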
Target sequence (P10415 whole entry, looked up): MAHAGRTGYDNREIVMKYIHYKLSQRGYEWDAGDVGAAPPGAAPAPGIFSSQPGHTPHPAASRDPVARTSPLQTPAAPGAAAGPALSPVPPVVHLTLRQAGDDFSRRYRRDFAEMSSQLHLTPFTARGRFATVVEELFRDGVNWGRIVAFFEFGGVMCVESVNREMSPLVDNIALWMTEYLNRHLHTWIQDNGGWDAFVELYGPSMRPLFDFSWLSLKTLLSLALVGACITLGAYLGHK
Rac1 act GTP bind: GTP binding modulators of activated mutant Rac1, primary screen, biochemical, bead-based flow cytometry, multiplex, fluorescent GTP | Ras-related C3 botulinum toxin substrate 1 (Homo sapiens), P63000 | 190,000 tested, 0.11% active | GST-Rac1 activated beads; actives lie on both sides; 100% means binding = to untreated wells | percent activity (GTP binding), % at 10 µM;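 active = GTP binding at least 20 percentage points away from the 100% baseline, in either direction, so actives lie on both sides; inconclusive = Compound likely fluorescent itself, or too few beads counted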
Bim-Bcl-XL: inhibitors of Bim-Bcl-XL binding, primary screen, biochemical, multiplexed, bead flow cytometry, human Bcl-XL; inhibition, % at 10 µM; Bim peptide-Bcl-XL binding, fluorescence; 190,000 tested, 0.04% active; AID 1007, 2008; Bcl-2-like protein 1 (Homo sapiens), Q07817
An asterisk follows results filed as active; u = inconclusive. Cut-off read from the data, not from the text of the source, unless noted: active = inhibition above about 40%.

The line under a structure holds: Bfl-1 Bim block	Rac1 wt modul	Rab2A wt mod	Rab7 wt GTP bind	Bim-Bcl-B	Bim-Bcl-W	Cdc42 wt GTP	HRas wt GTP	Bcl-2 Bim block	Rac1 act GTP bind	Bim-Bcl-XL
CC(=O)NC1C(OC(=O)Cc2ccccc2)OC(COC(C)=O)C(OC(C)=O)C1OC(C)=O (stereo unspecified)
  -3	102	103	105	-6	0	99	101	3	98	-4
Cc1cc(/C=C2\C(=O)NC(=O)N(Cc3ccccc3Cl)C2=O)c(C)n1-c1ccc(C(=O)O)cc1
  -3	90	88	89	-2	8	88	89	-5	88	2
Cc1ccc(-c2cc(-c3ccc(C)cc3)[n+](C)o2)cc1
  -2	102	101	103	-3	-1	103	103	-5	99	-4
COc1ccc(/C=C2/C(=O)NC(=O)N(C3CCCCC3)C2=O)cc1CSc1ccccn1
  6	93	93	94	2	1	92	94	5	92	2
Cc1[nH]c2ccccc2c1/C=N/O
  0	92	95	92	1	0	94	94	-3	92	1
Cc1noc(C)c1C(=O)N1CCC2(CC1)OCCO2
  -23	103	98	98	-9	-5	101	98	-20	98	-6
C[N+]12CCC(CC1)C(=C(c1ccccc1)c1ccccc1)C2
  1	109	100	100	-6	0	107	103	2	101	-6
Cc1ccc(S(=O)(=O)NCC2CCC(C(=O)N3CCC4(CC3)OCCO4)CC2)cc1 (stereo unspecified)
  -5	102	98	99	0	-2	100	98	-1	98	-2
CC(=O)c1c(C)n(CC2CCCO2)c2ccc(O)cc12 (stereo unspecified)
  -9	90	90	91	-5	0	95	93	-6	90	9
Cc1[nH]c2ccccc2c1C1=CCNCC1
  -7	105	102	100	-4	0	103	102	0	101	0
CC(NCc1ccc(Cl)c(Cl)c1)C(O)c1ccccc1 (stereo unspecified)
  -2	101	100	101	-3	-1	100	99	-3	98	0
COc1ccc(N=Nc2c(O)[nH]c(=S)[nH]c2=O)cc1
  5	109	91	102	-20	3	85	93	12	94	-3
CCNc1nc2[nH]c(=O)c3c(c2s1)OC(N)=C(C#N)C3c1cccs1 (stereo unspecified)
  -11	97	95	98	-8	-2	98	98	-6	90	-7
Cc1ccc(OCC(=O)N2CCN(C)CC2)c(Br)c1
  -3	104	104	104	-3	-2	106	105	-3	100	-1
C=Cn1ccnc1P(=S)(c1nccn1C=C)C1CCCCC1
  0	u	u	u	3	1	u	u	-1	u	0
CN1C(=O)C(=Cc2ccccc2Oc2ccc(Cl)cc2)C(=O)N(C)C1=O
  1	87	94	94	-4	-3	90	93	-1	86	-2
COc1ccc(OC)c(N2Cc3ccccc3C2=N)c1
  -2	102	95	93	-1	1	97	97	3	94	3
COc1ccc(-c2csc(NC(=O)COC(=O)Cc3ccccc3)n2)cc1OC
  -2	104	102	100	-4	-3	105	103	0	101	-5
CCOC(=O)c1ccc(N2C(=O)CC(N3CC=C(c4ccc(F)cc4)CC3)C2=O)cc1 (stereo unspecified)
  3	103	100	96	2	3	99	98	3	98	5
COc1ccc(C(=O)C(C)(C)NO)cc1
  -18	109	101	99	-9	-3	104	103	-13	99	-6
Cc1cc(=O)[nH]c(CCl)n1
  -6	97	98	106	-3	-1	93	96	-1	96	-3
CN(Cc1ccccc1)Cc1ccccc1OC(=O)N(C)C
  -8	108	98	95	-6	0	102	101	-5	99	-3
CCC(=O)c1ccc(OC(=O)N(C)c2ccccc2)cc1
  -3	103	105	109	-3	0	106	104	-5	99	-1
O=C1N(c2ccc(Cl)cc2)C(c2cccnc2)N2CCCN12 (stereo unspecified)
  1	100	100	99	-1	-3	100	99	1	98	-3
Cc1nc2nc(C)c(CCC(=O)N3CCC4(CC3)OCCO4)c(C)n2n1
  -2	105	104	105	-3	-2	107	102	-2	99	-5
Cc1cccn2c(=O)c3cc(C(=O)N4CCC5(CC4)OCCO5)n(C)c3nc12
  -3	95	95	98	-1	-1	97	96	-2	96	-3
CCC1(CC)C(=N)N(C)C(=O)NC1=O
  0	101	99	103	-5	-1	98	101	0	96	-3
COc1ccc(C2C(C(=O)N3CCC4(CC3)OCCO4)c3cc(OC)c(OC)cc3C(=O)N2C)cc1 (stereo unspecified)
  -7	102	100	99	-5	3	102	101	-4	99	3
Cc1ccc2nc3c(cc2c1)CC1(C(=O)N(C)C(=O)N(C)C1=O)C1CCCCN31 (stereo unspecified)
  -6	107	102	101	-8	-2	98	101	-8	99	-5
Cc1cccc(NP(=O)(Oc2ccccc2F)Oc2ccccc2F)c1C
  1	97	98	101	1	3	94	97	4	99	2
COc1ccccc1CC1/C(=N/O)C2CCN1CC2 (stereo unspecified)
  -3	99	97	98	-3	3	96	98	0	97	3
O=C(c1ccc(CNS(=O)(=O)c2ccc(Br)cc2)cc1)N1CCC2(CC1)OCCO2
  -1	103	96	96	-3	-2	99	99	-1	101	-2
CCOC(=O)C1CCN(C=C2C(=O)N(C)C(=S)N(C)C2=O)CC1
  0	98	98	103	3	2	94	98	-1	96	1
CCN(CC)CCCN=Cc1c(O)n(Cc2ccc(F)cc2)c(=O)[nH]c1=O
  0	107	101	98	-2	11	104	99	1	100	2
COc1cc2c3cc1Oc1cc(ccc1O)C[C@@H]1c4c(cc(OC)c(O)c4Oc4ccc(cc4)C[C@H]3N(C)CC2)CCN1C
  3	105	101	98	6	1	102	99	4	97	0
COC(=O)C1C2c3ccccc3OC1(C)N=c1s/c(=C/c3cnn(C)c3)c(=O)n12 (stereo unspecified)
  -10	103	99	101	-11	-1	102	100	-7	98	-10
COc1cccc(C(=O)C2CCCN(Cc3cccc4c3OCO4)C2)c1 (stereo unspecified)
  -9	96	97	98	-3	-4	98	95	-8	96	-6
Cn1c(O)c(C=NCCCC(=O)O)c(=O)n(C)c1=O
  1	103	98	96	0	0	101	101	2	98	0
CN1C(=O)N(C)C(=O)C2(Cc3cc(N)ccc3N3CCN(c4ccccc4F)CC32)C1=O (stereo unspecified)
  2	104	105	101	1	0	106	106	0	99	-2
C=CCn1c(O)c(/C=N/N2CCCCC2c2cccnc2)c(=O)[nH]c1=S (stereo unspecified)
  -1	98	97	93	-3	-5	98	97	-3	98	-9
Cc1ccccc1NC1=NCCCS1
  -2	108	109	100	-5	0	111	108	0	104	-5
COc1ccccc1CC1C(=O)C2CCN1CC2 (stereo unspecified)
  0	102	105	103	-1	-2	106	104	-4	101	-3
O=C1NC(=O)N(c2cccc(Cl)c2)C(=O)/C1=C\c1ccc(Sc2nc3ccccc3[nH]2)o1
  8	93	94	95	6	-2	90	91	4	91	-5
Cc1ccc(-n2nc(C)cc2NC(=O)COc2cc(C)cc3oc(=O)c4c(c23)CCC4)cc1
  -1	99	100	100	0	1	98	99	-1	97	0
Cn1c(O)c(C=NC2C(=O)C3(C)CCC2C3(C)C)c(=O)n(C)c1=O (stereo unspecified)
  -8	106	105	101	-5	0	106	104	-11	101	-6
O=C(COC(=O)Cc1ccccc1)Nc1ccc(Cl)cn1
  -3	96	96	93	-7	-3	95	96	-4	94	-2
Cn1c(O)c(/C=C/C=Nc2ccccc2)c(=O)n(C)c1=O
  -5	103	99	102	-9	-4	99	99	-7	98	-3
CN(C)C(=O)Oc1ccc(OC(=O)c2ccccc2)cc1
  -2	106	104	100	-4	-2	106	104	-4	101	-3
CCCCn1c(O)c(C(CC)=Nc2cccc(C(=O)O)c2)c(=O)[nH]c1=O
  0	102	100	98	-4	0	104	100	2	100	-3
COc1ccc(N=Cc2c(O)n(Cc3cccs3)c(=O)[nH]c2=O)cc1
  -3	107	102	102	-4	-2	102	103	0	100	-2
N#CC(C#N)=Cc1ccc(N2CCCC2)cc1
  -2	104	101	105	-9	0	94	99	-5	95	-2
CCCCOC(=O)C1=C(N)OC2=C(C(=O)CC(C)(C)C2)[C@]12C(=O)N(C)c1ccccc12
  0	97	100	100	-1	-1	99	99	-3	100	-3
CN(C)C(=O)Oc1cc(=O)n2c3c(cccc13)CCC2
  -6	101	100	100	-8	-5	98	101	-5	99	-8
CSc1nnc(C2CCNCC2)n1C
  -4	105	105	98	0	-4	105	105	-2	103	-1

Some of the compounds tested; rates above refer to the full screens.
